# From PubChem
# M4 ag: CHRM4 agonism in calcium assay | P08173 | CHO-K1 hM4/Gqi5, Fluo-8 calcium fluorescence; vehicle 0%, full acetylcholine response 100% | activation, % at 3 µM | actives 0.14% (n = 360,000) | AID 624127;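 active means activation above the run mean over all test wells plus 3 SD, cut at about 32% in these data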;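 further: peak over basal fluorescence ratio per well then scaled between controls; 0% = DMSO wells and 100% = acetylcholine at EC100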
# M1 ag: human M1 muscarinic receptor agonism | activation, % at 3 µM | P11229 | CHO-K1 hM1, Fluo-8 calcium fluorescence, agonist mode; 0% DMSO, 100% acetylcholine EC100 | AID 588814 | actives 0.33% (n = 360,000);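 active means activation above the run's mean compound activation plus 3 SD, cut at about 16% in these data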;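 further: peak over basal fluorescence ratio within a 140 s kinetic read after compound addition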
# Target sequence (P11229 whole entry, looked up): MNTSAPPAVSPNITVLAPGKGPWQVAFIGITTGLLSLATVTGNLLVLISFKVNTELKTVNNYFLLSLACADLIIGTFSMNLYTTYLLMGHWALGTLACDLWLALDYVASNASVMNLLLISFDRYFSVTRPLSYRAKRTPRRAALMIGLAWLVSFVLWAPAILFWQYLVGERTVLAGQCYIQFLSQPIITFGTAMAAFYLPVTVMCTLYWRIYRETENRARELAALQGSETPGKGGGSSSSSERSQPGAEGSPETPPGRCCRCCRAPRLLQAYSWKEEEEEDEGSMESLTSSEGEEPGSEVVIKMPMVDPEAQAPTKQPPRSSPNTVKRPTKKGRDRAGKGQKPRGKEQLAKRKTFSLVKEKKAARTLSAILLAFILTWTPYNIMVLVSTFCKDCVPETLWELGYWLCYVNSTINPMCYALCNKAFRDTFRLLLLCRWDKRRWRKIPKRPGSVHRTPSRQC
# CHRM5 agonist: CHRM5 agonism in calcium assay. actives 0.19% (n = 360,000). AID 624037. activation, % at 3 µM. CHO-K1 hM5 cells, Fluo-8 calcium fluorescence; 0% DMSO wells, 100% maximal acetylcholine response. P08912;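 active means activation above the run's mean over test compounds plus 3 SD, cut at about 23% in these data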;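 further: signal is peak over basal fluorescence ratio across the kinetic read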
# Target sequence (P08912 whole entry, looked up): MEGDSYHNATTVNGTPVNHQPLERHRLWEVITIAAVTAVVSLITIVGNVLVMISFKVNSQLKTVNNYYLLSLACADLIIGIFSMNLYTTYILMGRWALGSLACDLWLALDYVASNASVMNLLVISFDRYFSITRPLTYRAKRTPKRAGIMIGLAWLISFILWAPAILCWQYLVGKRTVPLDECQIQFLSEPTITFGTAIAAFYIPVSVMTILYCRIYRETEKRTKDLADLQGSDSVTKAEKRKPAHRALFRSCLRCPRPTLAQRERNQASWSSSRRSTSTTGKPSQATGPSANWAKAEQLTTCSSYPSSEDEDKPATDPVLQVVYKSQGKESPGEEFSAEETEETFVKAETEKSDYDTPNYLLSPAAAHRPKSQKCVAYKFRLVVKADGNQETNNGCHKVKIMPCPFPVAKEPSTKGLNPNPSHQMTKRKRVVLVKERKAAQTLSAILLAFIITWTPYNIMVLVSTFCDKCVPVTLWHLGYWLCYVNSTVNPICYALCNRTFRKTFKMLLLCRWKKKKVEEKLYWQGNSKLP
# M4 antag: antagonists of human muscarinic M4 receptor (CHRM4) | P08173 | CHO-hM4 cells, ACh EC80, Fluo-8 calcium fluorescence | inhibition, % at 3 µM | actives 0.73% (n = 360,000);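 active means inhibition above its plate's cutoff, the mean inhibition of sample wells plus 3 SD, cut at about 27% in these data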;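 further: 0% = acetylcholine EC80 with DMSO and 100% = DMSO without agonist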
# CHRM5 antagonist: CHRM5 antagonism in calcium assay. inhibition, % at 3 µM. actives 0.59% (n = 360,000). CHO-hM5 cells, Fluo-8 calcium fluorescence, ACh EC80. P08912;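 active means inhibition above a per-plate cutoff, the mean of that plate's test compounds plus 3 SD, cut at about 27% in these data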;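 further: 0% = acetylcholine EC80 with DMSO and 100% = DMSO without agonist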
# CHRM5 PAM: positive allosteric modulators of human muscarinic M5 receptor | P08912 | CHO-K1 hM5, Fluo-8 calcium, ACh EC20 PAM; 0% = ACh EC20, 100% = ACh EC100 | actives 0.3% (n = 360,000) | activation, % at 3 µM;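 active means activation above the run cutoff, the mean activation of all test compounds plus 3 SD, cut at about 18% in these data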
#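 Assay system: CHO-K1 hM5 cells / Incubation: Fluo-8 loading 80 min at 37 °C plus 30 min room temperature / Technique: Fluo-8 calcium dye fluorescence, kinetic read / Repeats: single replicate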
# TAAR1 ag: agonists of human TAAR1; CHO RD-HGA16 TAAR1, Fluo-8 calcium fluorescence; vehicle wells 0%, saturating PEA agonist 100%; actives 0.99% (n = 360,000); activation, % at 3 µM; Q96RJ0; AID 624467;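 active means activation above the mean activation of all test compounds in the run plus 3 SD, cut at about 38% in these data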
#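 System: CHO-derived RD-HGA16 cells with stable Gα16 and human TAAR1 / Times: 17-24 h plating, Fluo-8 75 min 37 °C, 30 min RT / Technique: calcium-sensitive Fluo-8 signal, excitation 470-495, emission 515-575 nm / Measure: % activation relative to PEA EC100 response / Benchmarks: DMSO and PEA EC100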
# M1 PAM: human CHRM1 positive allosteric modulation; CHO-K1 hM1, Fluo-8 calcium fluorescence, ACh EC20; 0% = ACh EC20, 100% = maximal ACh; P11229; activation, % at 3 µM; actives 0.088% (n = 360,000); in the data active means activation above about 19%, passing the limit was not always enough
# M1 antag: antagonists of human M1 muscarinic receptor; P11229; CHO-K1 hM1, Fluo-8 calcium fluorescence, ACh EC80 antagonist; inhibition, % at 3 µM; actives 1.3% (n = 360,000);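 active means percent inhibition above its own plate's cutoff, namely the mean of that plate's compound wells plus 3 SD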;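 further: peak over basal fluorescence ratio during 140 s after agonist addition; 0% = ACh EC80 plus DMSO and 100% = DMSO alone without agonist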
# Numbers without * were called inactive; x = no result given; & = joins results of further samples. This is a subset; count on the stated rates, not on these rows.
SMILES,M4 ag,M1 ag,CHRM5 agonist,M4 antag,CHRM5 antagonist,CHRM5 PAM,TAAR1 ag,M1 PAM,M1 antag
O=C(CSc1nc2ncccc2[nH]1)Nc1ccc2c(c1)OCCO2,0.3,-5.0,-7.7,4.4,-10.4,-2.2,5.9,4.2,-2.0
Cc1ccc(C(=O)N2CCCC2)cc1Br,0.2,-2.5,-1.8,0.4,-4.6,1.6,4.0,4.4,-26.5
O=C(NCC(=O)N(CCN1CCOCC1)C(C(=O)NC1CCCC1)c1cccs1)c1ccco1 (centres undefined),0.3,-1.4,-1.3,-3.0,-2.1,-7.5,11.9,6.1,-8.0
CC(C)(C)C(=O)/C=C(N)/C=C/c1ccccc1,-1.0,-6.4,-0.9,2.5,-0.5,-0.8,11.8,-0.8,5.3
CCc1ccc(C(=O)Nc2cccc(-c3nn[nH]n3)c2)s1,0.8,0.1,0.1,3.5,1.3,-8.0,2.7,1.9,15.0
O=C(COC(=O)CCC1CCCC1)Nc1cccc(S(=O)(=O)N2CCOCC2)c1,5.2,1.8,3.8,-1.7,10.0,-1.2,5.1,5.3,-9.3
Cc1noc(NS(=O)(=O)c2ccc(N/C=C/C(=O)c3ccncc3)cc2)c1C,-0.3,-4.5,2.9,15.0,6.9,-5.6,9.1,-1.3,9.7
COc1ccc(NC(=O)CSc2nnc(C3CC3)n2C)cc1,0.0,-12.7,0.9,8.2,-2.8,4.4,3.9,10.6,-5.8
CC(C)(C)c1ccccc1NC(=O)Cn1c(=O)cnc2ccccc21,1.6,-5.4,0.5,-0.2,-5.8,-4.1,6.3,6.8,1.9
Cc1ccc(C(=O)Nc2ccccc2C(=O)N2CCCC2)cc1[N+](=O)[O-],0.1,-8.6,-3.4,1.5,-0.6,3.1,0.4,2.6,1.4
Cc1cc(C)nc(NC(=O)NC(=O)c2ccccc2)n1,-0.2,-2.6,-1.0,6.1,3.3,1.6,-0.3,8.2,-15.2
O=C(Cn1cnc2ccccc2c1=O)Nc1ccc2c(c1)OCCO2,-0.3,-3.1,-0.7,1.9,-4.7,-6.8,5.3,-2.0,7.2
O=C1CCCN1c1ccc(S(=O)(=O)NCc2ccco2)cc1,1.6,-3.1,1.6,0.6,-0.8,2.2,6.7,4.5,-4.8
O=[N+]([O-])c1cccc(N=NNc2cccc([N+](=O)[O-])c2)c1,0.6,-4.1,0.0,-6.4,-3.4,-1.1,-0.9,-3.1,-4.7
COc1ccc(CNCC(O)COc2cccc3c2OC(C)(C)C3)cc1 (centres undefined),9.6,-5.9,6.9,-11.2,8.2,-13.4,5.7,-4.9,6.4
Cc1occc1C(=O)Nc1cc(S(=O)(=O)N2CCOCC2)ccc1OC(C)C,0.2,-4.4,1.1,-5.1,3.9,11.0,1.0,5.9,-11.6
CCOC(=O)c1c(C)[nH]c(C)c1S(=O)(=O)NCCc1sccc1C,2.1,-5.1,-7.5,-18.4,-2.4,2.2,53.8*,4.3,-5.4
Cc1ccc(NC(=O)CSc2nnc(CNC(=O)c3ccccc3F)o2)cc1,1.4,-2.4,-2.4,-1.9,10.1,0.3,6.5,5.7,-7.0
O=C(Cn1nc(-c2ccccc2)c2ccccc2c1=O)NCCN1CCOCC1,0.6,-3.7,-1.7,-3.8,-5.0,5.4,4.1,3.6,3.6
CCCCC(CC)C(=O)Nc1cc(C(=O)NCc2ccc(C)cc2)ccc1N1CCC2(CC1)CC(c1cccc(Br)c1)=NO2 (centres undefined),1.1,-3.5,1.9,-14.0,7.8,4.7,-0.9,12.8,-11.7
CCNC(=O)NCCc1c[nH]c2ccc(Cl)cc12,1.3,-1.3,3.6,9.2,-6.8,2.4,3.3,4.1,-4.2
Cn1c(=O)oc2cc(S(=O)(=O)N3CCN(Cc4ccc5c(c4)OCO5)CC3)ccc21,-1.0,-6.5,-3.4,-4.4,-6.7,-1.9,8.5,8.3,-10.3
COCCCNCc1cc(C)n(-c2cc(S(=O)(=O)N3CCOCC3)ccc2N2CCCC2)c1C,0.7,-8.3,-10.5,4.3,12.7,6.8,2.1,-15.5,26.4
COC(=O)c1nc(NC(=O)c2ccccc2Br)n[nH]1,-0.6,-2.8,-0.9,-7.7,12.5,0.6,-0.2,7.9,-7.3
COC(=O)c1cc(S(=O)(=O)N(C)C2CCCCC2)oc1C,0.6,-1.6,-2.3,1.2,-1.6,2.4,-2.5,-5.2,16.3
COc1ccc(C(C)=O)cc1CC1(C)C(=O)Nc2ccc(-c3ccccc3OC)cc21 (centres undefined),1.9,8.8,-1.9,-0.3,-6.6,-2.0,17.9,10.4,18.1
COc1ccccc1C(=O)NC1CCCc2ccccc21 (centres undefined),-0.1,-4.5,-6.5,-20.3,-4.4,4.5,-0.6,10.4,-3.1
O=C(NCc1cccc(Cl)c1)c1cccc(C(F)(F)F)c1,3.5,1.3,-3.6,-9.0,-1.9,-6.3,0.1,-3.6,12.9
Cc1cccc(C)c1N1C(=O)c2ccccc2C1=O,-0.1,-6.0,0.1,3.2,-0.4,-3.5,4.7,5.6,4.5
COc1ccc([C@H]2N[C@]3(CCCN(Cc4ccc(C(F)(F)F)cc4)C3=O)[C@H]3C(=O)N(Cc4ccccc4)C(=O)[C@@H]23)cc1,9.8,0.9,0.6,-22.7,-0.8,1.9,6.0,-0.7,2.6
CCCCCOC(=O)CCN1C(=O)/C(=C2\SC(=S)N(CCC(=O)OCCCCC)C2=O)SC1=S,1.8,-1.4,3.1,5.4,-8.1,4.5,0.5,2.4,4.7
O=C(Nc1ccccc1Oc1ccccc1)[C@@H]1O[C@H](CO)[C@H](O)[C@H](O)[C@H]1O,0.0,-3.2,0.7,2.4,1.3,-0.3,0.2,-3.5,7.4
COC1=CC(=O)c2ccccc2C1=O,1.5,-2.8,2.5,-0.5,-5.3,-0.6,x,-2.2,0.4
O=C(COC(=O)c1ccc(Br)o1)Nc1ccc2[nH]c(=O)[nH]c2c1,2.0,-5.5,1.9,2.9,-7.1,8.3,10.3,5.2,-0.1
COc1cc(OC)c(OC)cc1CN1CCCC(C(=O)N2CCCCC2)C1 (centres undefined),0.6,-6.8,-3.2,-1.0,9.6,-2.8,8.5,7.5,-7.2
COc1cc(CNC(=O)CCC(=O)N2C[C@H]3C[C@H](C2)c2cccc(=O)n2C3)cc(OC)c1OC,2.2,-3.5,2.7,-11.4,-1.8,-10.1,-0.2,2.0,-1.4
CC(C)Cc1nnc(NC(=O)c2ccc(N3CCCC3=O)cc2)s1,0.5,-3.0,0.6,-0.1,6.1,0.7,-0.2,4.0,-1.6
CCCC(=O)N1CCN(c2ccc(NC(=O)c3ccc4c(c3)OCCO4)cc2)CC1,1.3,-1.8,1.6,-6.5,0.0,-1.6,1.9,10.3,-8.0
CCOc1cc(/C=N/NC(=O)C(=O)NC)cc(Br)c1O,-0.6,-7.2,0.6,-4.6,6.3,-0.4,-0.1,4.7,-11.8
Cn1cccc1/C=C(\C#N)c1ccccc1,16.9,-5.2,-4.0,0.9,13.2,-10.7,2.0,-0.8,2.5
COc1ccccc1NC(=O)COC(=O)C1CC(=O)N(c2ccc3c(c2)OCCO3)C1 (centres undefined),3.5,-4.5,0.6,-12.9,-1.6,0.5,9.4,1.3,6.9
O=C(Nc1ccc(NC(=O)c2cccs2)cc1Cl)c1ccco1,4.5,-5.0,1.0,-6.0,-1.1,10.2,0.9,11.4,-7.2
Cc1ccc(OCCN2C(=O)OC(C)(C)C2(C)O)cc1 (centres undefined),0.8,-1.8,-1.5,-3.3,-3.9,-6.2,-0.9,1.3,7.2
O=C(O)Cc1ccc(C(=O)c2ccccc2F)s1,1.4,-2.2,-3.6,6.6,6.8,1.9,2.1,-11.2,9.8
COc1ccc(NC(=O)CN(C)C(=O)CCc2ccccc2)cc1,0.5,-2.0,0.0,-8.6,1.3,8.7,2.1,20.2,-19.2
CC1=NN(c2ccccc2)C(=O)/C1=C/c1ccc(Cl)cc1,4.9,4.7,9.2,4.7,4.8,1.4,14.9,-4.8,14.4
O=C(c1ccccc1)c1ccc(Oc2ccc([N+](=O)[O-])cc2[N+](=O)[O-])cc1,0.6,-2.1,-0.2,2.1,22.5,-2.1,0.8,-0.1,10.8
CCn1c(SCC(=O)N2CCCc3ccccc32)nnc1-c1ccoc1C,0.1,-2.5,-3.8,4.3,-2.8,0.3,15.6,5.2,-6.3
COc1ccc(-c2csc(NC(=S)NC(=O)c3cccs3)n2)cc1OC,7.1,-7.2,-1.0,10.2,6.2,-12.2,3.6,-15.3,20.9
COc1ccc(-c2c(C#N)c(C)nc3c2C(=O)c2ccccc2-3)cc1,0.1,-2.3,-3.8,-2.3,1.3,4.1,1.1,2.7,-10.2
CCOC1=C2CN(S(=O)(=O)c3ccc(C)cc3)C(c3ccc(C)cc3)CC2N(S(=O)(=O)c2ccc(C)cc2)C(c2ccccc2)C1 (centres undefined),0.7,x,1.3,-8.1,6.6,-1.0,0.4,x,x
COc1cccc(OC)c1C(=O)Nc1nc2cc3c(cc2s1)OCO3,1.0,-2.3,4.9,5.3,7.3,-6.7,1.5,-0.4,-1.2
O=[N+]([O-])c1ccc(N2CCCCC2)c(Cl)c1N1CCCCC1,1.1,-4.0,4.0,-4.0,-7.2,2.2,7.7,10.8,-16.8
COC(=O)Nc1ccc2c(c1)N(C(=O)CCN1CCN3CCCC3C1)c1ccccc1CC2 (centres undefined),0.4&0.1,-6.2&-10.6,-5.8&-4.6,-0.1&6.7,-10.5&11.3,6.6&-3.7,4.5&2.2,5.9&11.6,-20.2&-8.9
Cc1ccc(S(=O)(=O)N(C)c2c(C)ccc(S(=O)(=O)N3CCN(C=O)CC3)c2C)cc1,2.0,-12.9,-0.8,-2.1,3.0,-5.7,-0.7,1.4,-6.5
O=C(Nc1ccccc1C(=O)O)c1cccc(NC(=O)c2ccccc2Cl)c1,-1.0,0.0,1.8,6.3,-3.8,6.5,-1.1,14.3,-10.8
O=C(CSc1nnc(COc2cccc3ccccc23)o1)N1CCN(C(=O)c2ccco2)CC1,11.1,-2.8,1.8,-2.6,-2.9,-3.1,15.0,-0.9,2.7

# Taken from above:
# M1 ag result of O=C(CSc1nnc(COc2cccc3ccccc23)o1)N1CCN(C(=O)c2ccco2)CC1 stands at -2.8
# TAAR1 ag result of O=[N+]([O-])c1ccc(N2CCCCC2)c(Cl)c1N1CCCCC1 stands at 7.7
# M4 ag result of COc1ccc(-c2csc(NC(=S)NC(=O)c3cccs3)n2)cc1OC stands at 7.1
# CHRM5 PAM result of Cc1ccc(S(=O)(=O)N(C)c2c(C)ccc(S(=O)(=O)N3CCN(C=O)CC3)c2C)cc1 stands at -5.7

# Record cards, from the list above. Values in the order: M4 ag, M1 ag, CHRM5 agonist, M4 antag, CHRM5 antagonist, CHRM5 PAM, TAAR1 ag, M1 PAM, M1 antag
# CCOC1=C2CN(S(=O)(=O)c3ccc(C)cc3)C(c3ccc(C)cc3)CC2N(S(=O)(=O)c2ccc(C)cc2)C(c2ccccc2)C1 (centres undefined) across the screens: 0.7, x, 1.3, -8.1, 6.6, -1.0, 0.4, x, x
# COc1cccc(OC)c1C(=O)Nc1nc2cc3c(cc2s1)OCO3 across the screens: 1.0, -2.3, 4.9, 5.3, 7.3, -6.7, 1.5, -0.4, -1.2
